Bioassay records (PubChem)
M1 ag – M1 muscarinic receptor agonism; B-score at 10 µM; 3% of 64,000 active; CHO-M1 cells, Fluo-4 calcium fluorescence, agonist mode; stronger effect = higher value; AID 626;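 active means fluorescence rise, raw or as B-score row- and column-corrected plate score, outside the 99.7% band of its plate's samples, either direction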
HER2 expr 66K – Her2 kinase expression inhibition; P04626; 0.69% of 65,000 active; AID 645; SKBR-3 HER2 protein level, AlphaScreen, 18-24 h; stronger effect = lower value; HER2 level % of control, % at 10 µM;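 active means HER2 level under 5% of the carrier-only control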;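 further: 100% = DMSO carrier and 0% = 500 nM PU-H71 HSP90 inhibitor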
Ec RNAP inh – Escherichia coli RNA polymerase inhibition. AID 559. P0A8V2. inhibition, %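 (tested at 10 µM)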. E. coli RNA polymerase, fluorescence transcription assay. 0.2% of 62,000 active; in the data active means inhibition above about 20%;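 further: 0% = enzyme without compound and 100% = no enzyme blank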
5HT1a ag – activates the human 5-HT1a serotonin receptor; 0.56% of 65,000 active; CHO 5-HT1a Ga15 NFAT-bla reporter, FRET ratio; 0% basal, 100% maximal reference agonist; activation, % at 10 µM; P08908;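 active means activation above the screen-wide mean activation plus 3 SD, cut at about 19% in these data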;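 further: 0% = DMSO wells and 100% = 5-CT at EC100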
Target sequence (P08908 whole entry, looked up): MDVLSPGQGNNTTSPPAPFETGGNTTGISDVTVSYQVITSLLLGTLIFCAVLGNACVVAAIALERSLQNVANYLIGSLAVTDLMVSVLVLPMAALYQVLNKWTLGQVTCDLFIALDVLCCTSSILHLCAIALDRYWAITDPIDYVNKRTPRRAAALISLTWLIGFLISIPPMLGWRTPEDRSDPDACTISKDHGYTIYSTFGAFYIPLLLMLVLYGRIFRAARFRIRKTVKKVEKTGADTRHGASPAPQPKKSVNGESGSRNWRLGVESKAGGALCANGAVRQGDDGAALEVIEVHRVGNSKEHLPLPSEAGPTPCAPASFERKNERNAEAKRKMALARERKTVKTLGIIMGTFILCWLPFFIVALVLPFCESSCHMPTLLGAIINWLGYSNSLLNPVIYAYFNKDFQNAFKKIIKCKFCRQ
Hsp90 inh – displaces geldanamycin probe from tumor Hsp90; P07900; NCI-N417 lysate Hsp90, Cy3B-geldanamycin FP displacement; inhibition, % at 30 µM; 0.35% of 64,000 active;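 active means inhibition above 50%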;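 further: 0% = tracer plus lysate wells and 100% = tracer alone without lysate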
D1 allo mod – allosteric modulators of human D1 dopamine receptor. P21728. AID 641. B-score at 10 µM. 5.9% of 58,000 active. HEK293 D1, CRE-luciferase, dopamine EC30 potentiation; actives deviate in either direction;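 active means luminescence count or its row- and column-corrected plate score outside the 99.7% band of the plate's sample wells, on either side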
NADH coupling – inhibition of NAD/NADH coupling enzymes, library profiling | coupled PK/LDH NADH assays, four targets | IC50, µM (highest dose often 10 µM), without a hit: at the top dose inhibition | 0.02% of 65,000 active | AID 774;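 active means single-dose screening hits from any of four coupled enzyme assays that gave an IC50 when retested across doses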;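 further: the DPM-DC format reads NADH fluorescence rather than 340 nm absorbance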
M1 antagonist – M1 muscarinic receptor (rat) antagonism. 3.4% of 64,000 active. AID 628. P08482. B-score at 10 µM. CHO-M1 cells, Fluo-4 calcium, ACh EC80 antagonist mode; stronger effect = lower value;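 active means calcium fluorescence response, raw or row-and-column corrected B-score, differing from the plate sample mean either way at a set confidence level, mostly lower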
Target sequence (P08482 whole entry, looked up): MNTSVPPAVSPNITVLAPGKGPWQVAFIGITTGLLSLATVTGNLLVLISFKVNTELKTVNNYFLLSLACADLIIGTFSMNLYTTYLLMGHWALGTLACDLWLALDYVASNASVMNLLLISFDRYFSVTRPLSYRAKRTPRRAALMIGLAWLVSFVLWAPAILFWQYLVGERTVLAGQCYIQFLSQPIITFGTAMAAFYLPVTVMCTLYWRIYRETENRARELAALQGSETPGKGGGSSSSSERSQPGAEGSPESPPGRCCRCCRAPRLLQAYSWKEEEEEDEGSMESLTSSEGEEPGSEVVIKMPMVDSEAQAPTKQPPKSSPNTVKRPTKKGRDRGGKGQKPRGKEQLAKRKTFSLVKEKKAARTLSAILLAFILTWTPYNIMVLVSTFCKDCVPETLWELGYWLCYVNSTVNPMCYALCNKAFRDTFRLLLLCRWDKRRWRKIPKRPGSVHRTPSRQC
Autofluor 339 – intrinsic fluorescence of library compounds, ex339/em460 – biochemical, MLSMR library, data from DPM-DC assay, artefact control, profiling panel; compound autofluorescence, ex339/em460 nm, NADH buffer; stronger effect = higher value; 1 = no-compound wells, NADH background; 5.5% of 65,000 active; fluorescence fold increase at 10 µM; AID 709;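 active means at 10 µM, mean starting fluorescence two-fold or more over control wells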;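 further: signal is the first read of a kinetic run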
* hit, by the source's call; [ ] = another dose, or the depositor's remark.

Results for CCN(CC(=O)Nc1cccc(C(C)=O)c1)S(=O)(=O)c1ccc(OC)cc1 ?
M1 ag: 0.07; HER2 expr 66K: 88; Ec RNAP inh: 6; 5HT1a ag: -1.2; Hsp90 inh: 1; D1 allo mod: -0.48; NADH coupling: 6%; M1 antagonist: -0.13; Autofluor 339: 1.1

Results for CC(=O)Nc1nonc1-n1nnc(C(=O)NCc2ccccc2)c1C ?
M1 ag: -0.75; HER2 expr 66K: 77; Ec RNAP inh: -2; 5HT1a ag: -3.0; Hsp90 inh: -4; D1 allo mod: -1.1; NADH coupling: 4%; M1 antagonist: -0.098; Autofluor 339: 1.1

How did CCOC(=O)c1[nH]c(=O)[nH]c1CSc1nc(C)cc(C)n1 do in these assays?
M1 ag: 0.0039; HER2 expr 66K: 83; Ec RNAP inh: 8; 5HT1a ag: 1.6; Hsp90 inh: -2; D1 allo mod: 1.6; NADH coupling: 2%; M1 antagonist: -0.29; Autofluor 339: 1.1

What do the screens show for `Cc1ccc2cc(CN(C(=O)c3ccco3)c3ccccc3C)c(=O)[nH]c2c1`?
M1 ag: 0.2; HER2 expr 66K: 106; 5HT1a ag: 3.2; Hsp90 inh: -3; NADH coupling: 1%; M1 antagonist: 0.46; Autofluor 339: 1.2

How did CSc1nc2nc(C)cc(-c3ccccc3)n2n1 do in these assays?
M1 ag: 1.4; HER2 expr 66K: 83; Ec RNAP inh: 0; 5HT1a ag: 1.4; Hsp90 inh: -4; D1 allo mod: 4; NADH coupling: 7%; M1 antagonist: -0.24; Autofluor 339: 1.7

Results for CCc1nnc(NC(=O)c2ccc(S(=O)(=O)NCC(C)C)cc2)s1 ?
M1 ag: -0.79; HER2 expr 66K: 97; Ec RNAP inh: 3; 5HT1a ag: -2.0; Hsp90 inh: -6; D1 allo mod: -1.5; NADH coupling: 5%[fluoresces]; M1 antagonist: -0.089; Autofluor 339: 1.8

What do the screens show for `COc1ccc(C(=O)NCc2nnc(SCC(=O)Nc3cc(C)cc(C)c3)o2)cc1OC`?
M1 ag: 0.31; HER2 expr 66K: 117; Ec RNAP inh: 10; 5HT1a ag: -1.9; Hsp90 inh: -3; D1 allo mod: 1.1; NADH coupling: 3%; M1 antagonist: -0.0066; Autofluor 339: 0.99

How did COc1ccc(C(=O)Nc2cc3c(cc2C#N)OCO3)cc1S(=O)(=O)N1CCN(C)CC1 do in these assays?
M1 ag: -0.09; HER2 expr 66K: 97; Ec RNAP inh: 0; 5HT1a ag: -2.3; Hsp90 inh: -2; D1 allo mod: -1.1; NADH coupling: 4%; M1 antagonist: -0.094; Autofluor 339: 1.1

Results for Cc1nn(-c2ccccc2)c2c1C1(C(=O)N(C)c3ccccc31)N(c1ccccc1)C(=O)N2 (centres undefined) ?
M1 ag: 0.22; HER2 expr 66K: 98; Ec RNAP inh: 6; 5HT1a ag: -2.7; Hsp90 inh: -6; D1 allo mod: -0.35; NADH coupling: 7%; M1 antagonist: -0.73; Autofluor 339: 1.1

How did CCSc1nc(N2CCOCC2)c2ccccc2n1 do in these assays?
M1 ag: 0.13; HER2 expr 66K: 102; Ec RNAP inh: 7; 5HT1a ag: -3.2; Hsp90 inh: -2; D1 allo mod: 10*; NADH coupling: 6%; M1 antagonist: 0.92; Autofluor 339: 1.1

How did CC(C)(C)NS(=O)(=O)c1cccc2nsnc12 do in these assays?
M1 ag: -0.3; HER2 expr 66K: 85; Ec RNAP inh: 3; 5HT1a ag: -1.1; D1 allo mod: -0.87; NADH coupling: 4%; M1 antagonist: 0.72; Autofluor 339: 1.1

What do the screens show for `Oc1ccc(Br)cc1-c1nc2cnccn2c1NC1CCCC1`?
M1 ag: -0.21; HER2 expr 66K: 86; Ec RNAP inh: 4; 5HT1a ag: -0.8; D1 allo mod: -0.017; NADH coupling: 6%; M1 antagonist: 0.35; Autofluor 339: 1.6

How did CCOC(=O)C1=C(C)N(C)C(=O)NC1c1ccc(C)s1 (centres undefined) do in these assays?
M1 ag: -0.38; HER2 expr 66K: 114; Ec RNAP inh: 7; 5HT1a ag: -0.1; Hsp90 inh: -2; D1 allo mod: -0.0066; NADH coupling: 3%; M1 antagonist: -0.09; Autofluor 339: 1.1

What do the screens show for `O=C(Nc1cccnc1)c1c(O)c2cccc3c2n(c1=O)CC3`?
M1 ag: -0.073; HER2 expr 66K: 52; Ec RNAP inh: -1; 5HT1a ag: -1.9; Hsp90 inh: 5; D1 allo mod: -0.18; NADH coupling: 5%; M1 antagonist: 0.76; Autofluor 339: 1.2

Results for COCCN1C(=O)c2oc3c(C)cc(C)cc3c(=O)c2C1c1cccc(O)c1 (centres undefined) ?
M1 ag: 0.0029; HER2 expr 66K: 86; Ec RNAP inh: 8; 5HT1a ag: 0.2; Hsp90 inh: -1; D1 allo mod: 1.2; NADH coupling: 3%; M1 antagonist: -0.24; Autofluor 339: 1.1

How did Cc1ccccc1CS(=O)(=O)Cc1ccc(C(=O)NCc2cccnc2)o1 do in these assays?
M1 ag: -0.22; HER2 expr 66K: 99; Ec RNAP inh: -3; 5HT1a ag: 0.1; Hsp90 inh: -4; D1 allo mod: -0.12; NADH coupling: 10%; M1 antagonist: 0.017; Autofluor 339: 1

What do the screens show for `C=CCn1c(CCC(=O)O)ccc1-c1ccccc1`?
M1 ag: -0.41; HER2 expr 66K: 108; Ec RNAP inh: 8; 5HT1a ag: -1.7; Hsp90 inh: -4; D1 allo mod: 0.02; NADH coupling: 13%; M1 antagonist: -0.0097; Autofluor 339: 1.3

Results for CCC(=O)N1CCc2cc(Br)cc(S(=O)(=O)N3CCCCCC3)c21 ?
M1 ag: -0.16; HER2 expr 66K: 215; Ec RNAP inh: 4; 5HT1a ag: -1.4; Hsp90 inh: -8; D1 allo mod: 1; NADH coupling: 5%; M1 antagonist: -0.27; Autofluor 339: 1

Results for O=S1(=O)CC(O)C(N2CCC(c3ccccc3)CC2)C1 (centres undefined) ?
M1 ag: 0.75; Ec RNAP inh: 2; 5HT1a ag: 0.2; Hsp90 inh: 0; D1 allo mod: -0.5; NADH coupling: 4%; M1 antagonist: -0.87; Autofluor 339: 1.1

Results for Nc1c(S(=O)(=O)c2ccccc2)nnn1-c1ccccc1 ?
M1 ag: 0.047; HER2 expr 66K: 112; Ec RNAP inh: 7; 5HT1a ag: 0.5; Hsp90 inh: -1; D1 allo mod: -0.79; NADH coupling: 3%; M1 antagonist: 0.58; Autofluor 339: 1.1

How did Cc1c(N2C(=O)C(C)SC23C(=O)Nc2ccccc23)c(=O)n(-c2ccccc2)n1C (centres undefined) do in these assays?
M1 ag: 0.44; HER2 expr 66K: 86; Ec RNAP inh: 6; 5HT1a ag: -0.5; Hsp90 inh: -17; D1 allo mod: 0.13; NADH coupling: 3%; M1 antagonist: 0.21; Autofluor 339: 1.1

What do the screens show for `CCc1nnc(NC(=O)CSc2nnc(-c3cc4ccccc4cc3O)n2CC)s1`?
M1 ag: 2.1; HER2 expr 66K: 64; Ec RNAP inh: 2; 5HT1a ag: -1.2; Hsp90 inh: 0; D1 allo mod: -1.3; NADH coupling: 4%; M1 antagonist: -1; Autofluor 339: 1.1

How did Cn1cccc1C(=O)Nc1nc(-c2ccccn2)cs1 do in these assays?
M1 ag: 0.3; HER2 expr 66K: 113; Ec RNAP inh: 2; 5HT1a ag: -1.1; Hsp90 inh: -5; D1 allo mod: -2; NADH coupling: 5%; M1 antagonist: 0.21; Autofluor 339: 1.1

What do the screens show for `COc1ccc(C(c2nnnn2Cc2ccccc2)N2CCN(c3ccccc3)CC2)cc1` (centres undefined)?
M1 ag: 0.65; HER2 expr 66K: 97; 5HT1a ag: 1.3; Hsp90 inh: -1; D1 allo mod: -0.67; NADH coupling: 9%; M1 antagonist: 0.21; Autofluor 339: 1.1

Next section; the last 2 above are carried over.
How did Cn1cccc1C(=O)Nc1nc(-c2ccccn2)cs1 do in these assays?
M1 ag: 0.3; HER2 expr 66K: 113; Ec RNAP inh: 2; 5HT1a ag: -1.1; Hsp90 inh: -5; D1 allo mod: -2; NADH coupling: 5%; M1 antagonist: 0.21; Autofluor 339: 1.1

What do the screens show for `COc1ccc(C(c2nnnn2Cc2ccccc2)N2CCN(c3ccccc3)CC2)cc1` (centres undefined)?
M1 ag: 0.65; HER2 expr 66K: 97; 5HT1a ag: 1.3; Hsp90 inh: -1; D1 allo mod: -0.67; NADH coupling: 9%; M1 antagonist: 0.21; Autofluor 339: 1.1

What do the screens show for `COc1cc2cc(C(=O)Nc3ccccc3)c(N)nc2cc1OC`?
M1 ag: 1.8; HER2 expr 66K: 162; Ec RNAP inh: 4; 5HT1a ag: 0.3; D1 allo mod: -0.26; NADH coupling: 5%[fluoresces]; M1 antagonist: 0.23; Autofluor 339: 2.3*

Results for Cc1ccc(N(C(=O)c2ccc3c(c2)OCO3)C2C=CS(=O)(=O)C2)cc1 (centres undefined) ?
M1 ag: -0.17; HER2 expr 66K: 126; Ec RNAP inh: 5; 5HT1a ag: -2.8; Hsp90 inh: -2; D1 allo mod: 0.74; NADH coupling: 9%; M1 antagonist: -0.067; Autofluor 339: 1.1

Results for O=C(NC1C2CC3CC(C2)CC1C3)C1CC1 (centres undefined) ?
M1 ag: -0.76; HER2 expr 66K: 95; Ec RNAP inh: 9; 5HT1a ag: -0.5; Hsp90 inh: -2; D1 allo mod: -0.46; NADH coupling: 0%; M1 antagonist: 0.39; Autofluor 339: 1.1

What do the screens show for `c1ccc(-c2nnc3sc(-c4csc5c4CCCC5)nn23)cc1`?
M1 ag: -0.16; HER2 expr 66K: 83; Ec RNAP inh: 8; 5HT1a ag: -0.9; Hsp90 inh: -3; D1 allo mod: 1.6; NADH coupling: 4%; M1 antagonist: -2; Autofluor 339: 1.1

How did Nc1c(C(=O)NCC2CCCO2)c2nc3ccccc3nc2n1/N=C/c1ccncc1 (centres undefined) do in these assays?
M1 ag: 1.2; HER2 expr 66K: 89; Ec RNAP inh: 6; 5HT1a ag: 6.7; Hsp90 inh: 0; D1 allo mod: 0.33; NADH coupling: 3%; M1 antagonist: -1.2; Autofluor 339: 1.1

What do the screens show for `Cc1ccc(-n2nnc3c(=O)n(CC(=O)N4CCC(C)CC4)cnc32)cc1`?
M1 ag: -0.16; HER2 expr 66K: 93; Ec RNAP inh: 3; 5HT1a ag: -3.9; Hsp90 inh: -3; D1 allo mod: 0.17; NADH coupling: 5%; M1 antagonist: -0.0098; Autofluor 339: 1.1

What do the screens show for `Cc1cc(C)c2cc(C(c3nnnn3C3CCCC3)N3CCOCC3)c(=O)[nH]c2c1` (centres undefined)?
M1 ag: -1.1; HER2 expr 66K: 96; Ec RNAP inh: -7; 5HT1a ag: -1.1; Hsp90 inh: 0; D1 allo mod: 0.56; NADH coupling: 12%; M1 antagonist: 0.13; Autofluor 339: 1.7

What do the screens show for `COc1cccc(N2CCN(C(=O)c3[nH]c(C)c(C(C)=O)c3C)CC2)c1`?
M1 ag: -2.1; HER2 expr 66K: 91; Ec RNAP inh: -4; 5HT1a ag: -2.4; Hsp90 inh: -3; D1 allo mod: 0.01; NADH coupling: 1%; M1 antagonist: -0.25; Autofluor 339: 1.1

How did CCOC(=O)c1oc2ccccc2c1NC(=O)COC do in these assays?
M1 ag: -0.041; HER2 expr 66K: 130; Ec RNAP inh: 7; 5HT1a ag: -2.5; Hsp90 inh: 0; D1 allo mod: 21*; NADH coupling: 1%; M1 antagonist: 0.22; Autofluor 339: 1.1

Results for O=C1CCCN1Cc1ncnn1-c1ccccc1 ?
M1 ag: -0.24; HER2 expr 66K: 90; Ec RNAP inh: 0; 5HT1a ag: -1.3; Hsp90 inh: 4; D1 allo mod: 0.048; NADH coupling: 5%; M1 antagonist: 1.3; Autofluor 339: 1.1

Results for CC(OC(=O)c1cc2sccc2n1C)C(=O)NCc1ccc2c(c1)OCO2 (centres undefined) ?
M1 ag: 0.28; HER2 expr 66K: 94; Ec RNAP inh: 5; 5HT1a ag: -1.9; Hsp90 inh: -5; D1 allo mod: -0.22; NADH coupling: 3%; M1 antagonist: -0.34; Autofluor 339: 1.1
